# procasp7 counter: counter-screen: procaspase-7 (human) activation; P55210; recombinant procaspase-7, Ac-DEVD-pNA absorbance 405 nm; D23A/D198A/D206A triple mutant, cannot self-cleave; scale: DMSO 0, 5 µM enzyme 100; activation, % at 8.5 µM; 330,000 compounds, 0.093% hits;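 active means percent activation above the screen-wide mean plus 3 SD, cut at about 25% in these data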
#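 Assay system – Uncleavable procaspase-7 mutant enzyme · Quantity – 2 µM procaspase-7 mutant as dispensed · Times – 1 h preincubation, 2 h reaction · Dosing – single nominal 8.5 µM compound dose, 0.8% DMSO final · Buffer or medium – Zinc-free 50 mM HEPES buffer, pH 7.4, with NaCl and Triton X-100 · Detection – Epi-absorbance of released pNA at 405 nm, two timepoints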
# HCV core dimer: HCV core protein dimerization inhibition | TR-FRET GST/Flag-core106 dimerization, 1536-well | 300,000 compounds, 0.33% hits | inhibition, % at 5 µM;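 active means inhibition above the mean of all tested compounds plus 3 SD, set per screening campaign, cut at about 45% in these data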
#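 Assay system: tagged HCV core106 pair (GST and Flag); medium: KF-containing HEPES buffer, pH 7.45, DTT, CHAPS, BSA; also added: Eu donor and XL665 acceptor anti-tag antibodies; dosing: 5 µM single dose; timing: compound-protein-antibody incubation 4 h at 22.5 °C; signal: TR-FRET 671 and 617 nm emission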
# PP1 counter: PP1-alpha (human) inhibition in PP5 counter-screen; P62136; purified PP1alpha, OMFP fluorescence; inhibition, % at 6.7 µM; 320,000 compounds, 0.9% hits;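 active means inhibition above the mean inhibition of all tested compounds plus 3 SD, computed separately for each screening campaign, cut at about 15% in these data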
# proCasp3 act: activates human procaspase-3 | P42574 | recombinant procaspase-3 D3A, Ac-DEVD-pNA absorbance 405 nm | activation, % at 8.5 µM | 330,000 compounds, 0.11% hits;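 active means activation above the mean of all tested compounds plus 3 SD, cut at about 21% in these data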;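 further: 0% = DMSO alone and 100% = DMSO wells spiked with extra 5 µM PC-3 D3A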
# Target sequence (P42574 whole entry D9A/D28A/D175A): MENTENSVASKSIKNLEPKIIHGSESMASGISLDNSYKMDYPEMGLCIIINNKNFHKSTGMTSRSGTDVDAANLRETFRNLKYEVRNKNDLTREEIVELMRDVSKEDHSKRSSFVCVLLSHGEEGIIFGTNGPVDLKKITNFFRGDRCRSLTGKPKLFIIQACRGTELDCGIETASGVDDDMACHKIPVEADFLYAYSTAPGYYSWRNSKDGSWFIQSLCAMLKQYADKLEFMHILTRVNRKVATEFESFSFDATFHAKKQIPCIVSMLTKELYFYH
#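 Test system: Procaspase-3 D3A mutant; medium: Zinc-free HEPES/NaCl buffer with 0.01% Triton X-100 at pH 7.4; reagent: DEVD-pNA substrate; doses: one concentration, 8.5 µM nominal, 0.8% DMSO; times: 1 h preincubation plus 2 h reaction at 25 °C; signal: Epi-absorbance at 405 nm of released p-nitroaniline, 0 and 120 min; replicates: singlicate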
# PP5 inh: blocks human protein phosphatase 5 activity; P53041; purified PP5c, OMFP substrate fluorescence; inhibition, % at 6.7 µM; 320,000 compounds, 0.18% hits; AID 1987;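 active means inhibition above the campaign's mean inhibition across all tested compounds plus 3 SD, cut at about 9.5% in these data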;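 further: 0% = DMSO only and 100% = 100 µM cantharidin control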
# Target sequence (P53041 whole entry, looked up): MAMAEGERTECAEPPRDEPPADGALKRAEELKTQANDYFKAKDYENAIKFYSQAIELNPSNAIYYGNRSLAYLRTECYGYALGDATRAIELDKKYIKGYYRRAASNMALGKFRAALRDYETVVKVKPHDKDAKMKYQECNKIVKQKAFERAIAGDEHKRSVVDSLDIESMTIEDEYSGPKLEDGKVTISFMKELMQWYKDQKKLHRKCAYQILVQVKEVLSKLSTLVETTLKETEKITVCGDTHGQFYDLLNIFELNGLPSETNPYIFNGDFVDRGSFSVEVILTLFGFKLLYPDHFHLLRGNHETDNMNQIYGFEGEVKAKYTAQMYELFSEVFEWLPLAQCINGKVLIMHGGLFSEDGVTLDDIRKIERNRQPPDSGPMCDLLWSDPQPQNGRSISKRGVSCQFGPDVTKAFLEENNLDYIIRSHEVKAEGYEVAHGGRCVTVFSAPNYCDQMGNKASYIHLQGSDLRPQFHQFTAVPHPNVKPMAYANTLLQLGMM
# TPT1 inhibitor: C. albicans TPT1 enzyme inhibition; recombinant caTPT1, FP RNA substrate dephosphorylation; inhibition, % at 5 µM; 300,000 compounds, 0.81% hits; AID 1962;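 active means inhibition above the mean of all tested compounds plus 3 SD, set per screening campaign, cut at about 24% in these data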;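 further: plate controls were DMSO alone for no effect and ferristatin control at 100 nM for full effect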
# AHR activator: activates the human aryl hydrocarbon receptor | AHR-responsive luciferase reporter cells, luminescence | activation, % at 5 µM | 320,000 compounds, 2.5% hits; in the data active means activation above about 47%;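 further: 0% = vehicle wells and 100% = reference agonist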
# PAFAH2 FP inh: PAFAH2 (human) inhibition; Q99487; recombinant PAFAH2, FP-rhodamine activity probe, fluorescence polarization; inhibition, % at 3.39 µM; 340,000 compounds, 0.99% hits;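 active means inhibition above the mean over all tested compounds plus 3 SD, cut at about 30% in these data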;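 further: inhibitors block probe labeling of enzyme so polarization drops; 0% = enzyme with DMSO and 100% = wells lacking PAFAH2 protein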
# CTSL1 counter: counter-screen for PFM18AAP inhibitors: inhibitors of F. hepatica cathepsin L1; recombinant F. hepatica cathepsin L1, Z-Leu-Arg-MCA fluorescence; inhibition, % at 5.96 µM; 300,000 compounds, 0.49% hits; AID 1906;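 active means inhibition above the mean of all tested compounds plus 3 SD, set per screening campaign, cut at about 17% in these data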;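 further: 0% = plate median of test compound wells and 100% = 1 µM Z-Phe-Ala-diazomethylketone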
# * = called active by the depositor; · = not tested or not shown.
# Start of the listing, in advance, 8 compounds:
# Order of values: procasp7 counter	HCV core dimer	PP1 counter	proCasp3 act	PP5 inh	TPT1 inhibitor	AHR activator	PAFAH2 FP inh	CTSL1 counter
CCN(CC)CCNC(=O)C(=O)Nc1cc2c3c(c1)CC(=O)N3CCC2
    -2	-5	-4	6	1.0	-2	1	-1	0
Cc1oc(-c2ccc(Cl)cc2)[n+]([O-])c1C
    6	-3	0	-1	-2.0	1	12	0	-2
CC(=O)c1ccc(NC(=O)C(Cc2ccccc2)n2cccc2)cc1 (stereo unspecified)
    11	-1	-1	2	1.6	0	0	4	3
CCN1CCCC1CNC(=O)C(=O)NC(C)C (stereo unspecified)
    10	1	-2	-1	1.9	0	4	0	3
NNC(=O)c1ccc(CSc2n[nH]c(=O)[nH]c2=O)cc1
    -3	-1	16*	6	-0.7	0	1	2	-1
COc1cccc(C2C(C(=O)Nc3nc4ccccc4s3)=C(C)NC3=C2C(=O)CC(C)(C)C3)c1OC (stereo unspecified)
    23	10	0	45*	0.9	-1	7	-29	4
CCSc1nnc(NC(=O)c2ccc(Br)s2)s1
    15	8	-1	3	1.5	-3	6	-4	2
O=C1COc2ccc(C(=O)COC(=O)Cc3ccc(Cl)cc3)cc2N1
    4	3	-2	5	-0.5	1	3	2	-2

# The listing (from the top)
# Order of values: procasp7 counter	HCV core dimer	PP1 counter	proCasp3 act	PP5 inh	TPT1 inhibitor	AHR activator	PAFAH2 FP inh	CTSL1 counter
CCN(CC)CCNC(=O)C(=O)Nc1cc2c3c(c1)CC(=O)N3CCC2
    -2	-5	-4	6	1.0	-2	1	-1	0
Cc1oc(-c2ccc(Cl)cc2)[n+]([O-])c1C
    6	-3	0	-1	-2.0	1	12	0	-2
CC(=O)c1ccc(NC(=O)C(Cc2ccccc2)n2cccc2)cc1 (stereo unspecified)
    11	-1	-1	2	1.6	0	0	4	3
CCN1CCCC1CNC(=O)C(=O)NC(C)C (stereo unspecified)
    10	1	-2	-1	1.9	0	4	0	3
NNC(=O)c1ccc(CSc2n[nH]c(=O)[nH]c2=O)cc1
    -3	-1	16*	6	-0.7	0	1	2	-1
COc1cccc(C2C(C(=O)Nc3nc4ccccc4s3)=C(C)NC3=C2C(=O)CC(C)(C)C3)c1OC (stereo unspecified)
    23	10	0	45*	0.9	-1	7	-29	4
CCSc1nnc(NC(=O)c2ccc(Br)s2)s1
    15	8	-1	3	1.5	-3	6	-4	2
O=C1COc2ccc(C(=O)COC(=O)Cc3ccc(Cl)cc3)cc2N1
    4	3	-2	5	-0.5	1	3	2	-2
CCN(Cc1ccc2c(c1)OCCO2)S(=O)(=O)c1ccc(NC(C)=O)cc1
    11	·	-4	-8	4.4	·	1	2	·
COc1ccc(C(C(=O)NCC2CCCO2)N(C(=O)Cn2nnc3ccccc32)c2ccc(NC(C)=O)cc2)cc1OC (stereo unspecified)
    -4	-3	-1	-3	0.0	2	-1	1	4
CC1CCCCN1C(=O)c1cc2c(=O)n3ccccc3nc2s1 (stereo unspecified)
    -7	8	0	-2	-0.8	0	11	-2	2
COc1ccc(CNC(=O)Cn2nnc3ccccc3c2=O)cc1
    2	-4	7	6	1.0	-3	4	-3	3
COc1ccccc1CNC(=O)CN(C)CC(=O)Nc1cccc(F)c1
    9	1	-4	1	0.3	-3	1	-9	4
CN(Cc1cccs1)c1ncnc2sccc12
    1	-2	1	1	3.2	-1	3	12	0
CCn1c(COc2ccc(Cl)cc2)nnc1SC1CCc2ccccc2C1=O (stereo unspecified)
    0	-2	1	-4	1.8	2	11	-3	1
CCCCN(CC)Cc1ccc(CNC(=S)Nc2ccc(C)cc2Cl)o1
    -6	-3	-7	2	1.4	-2	-6	2	0
O=C(CC1OC(=O)c2ccccc21)Nc1cccc(S(=O)(=O)N2CCCCCC2)c1 (stereo unspecified)
    4	7	-1	-5	0.7	4	6	3	-1
CCCn1c2ccccc2c2nnc(SCC(=O)Nc3cc(C)on3)nc21
    4	3	1	-3	-0.6	-1	12	0	2
COC/C=C/C1=CC2=CC(=O)C(C)(OC(=O)c3cnc4ccccc4n3)C(=O)C2=CN1CCOC (stereo unspecified)
    -6	4	2	0	1.7	-6	-3	9	0
CCOC(=O)N1CCN(c2c(NCCc3ccccc3)c(=O)c2=O)CC1
    5	0	-1	2	3.0	-1	1	6	-3
O=S1(=O)CCN(Cc2ccccc2C(F)(F)F)CC1
    -1	-5	-3	6	-2.6	-1	1	-1	-5
Cc1cc(C2C(=O)c3ccccc3C2=O)c(C)c(C)c1C
    -2	1	0	0	2.3	0	6	1	-6
COc1ccc(-c2nc3cc(NC(=S)NC(=O)Cc4ccccc4)ccc3o2)cc1
    6	17	4	4	-0.5	0	2	-25	1
COc1cc2c(cc1OC)C(c1cccs1)N(C(=O)c1ccc(S(=O)(=O)N(C)C)cc1)CC2 (stereo unspecified)
    11	11	-2	3	2.7	3	1	-6	-1
COCCCNC(=S)N1CCCN(c2nc3cc(C)c(C)cc3cc2C#N)CC1
    6	4	0	-1	2.4	1	-3	2	-4
CC1(C)Cc2c(C#N)c(OCC(=O)c3ccccc3)nc(-c3ccoc3)c2CO1
    8	19	0	0	0.3	2	5	2	3
Cc1nn2c(SCC(=O)c3cccs3)cc(C(C)(C)C)nc2c1-c1ccccc1
    4	9	-3	3	-0.5	0	1	-15	7
COc1cccc(NC(=O)COC(=O)CCOc2ccccc2OC)c1
    4	3	-6	4	-0.2	2	-1	4	16
CC(Sc1nnc(COc2ccc([N+](=O)[O-])cc2)n1C)C(=O)O (stereo unspecified)
    3	-2	-3	-5	-2.4	2	-3	4	2
O=C(O)CCC(=O)OCc1c(-c2ccccc2)ncc2ccccc12
    8	·	-3	3	0.5	·	1	1	·

# New compounds follow
structure	procasp7 counter	HCV core dimer	PP1 counter	proCasp3 act	PP5 inh	TPT1 inhibitor	AHR activator	PAFAH2 FP inh	CTSL1 counter
O=C(NC12CC3CC(CC(C3)C1)C2)c1cccc(OC(F)F)c1	4	2	0	0	3.4	1	6	4	2
O=C(N/N=C/c1ccccc1Br)C1CC1	7	-1	0	1	1.0	-3	5	1	-3
Cc1ccc(CNC(=O)CCC2CCCN(Cc3ccc4cccc(F)c4n3)C2)o1 (stereo unspecified)	-12	1	-2	6	-0.1	-3	10	·	-1
COCCCn1c(C)cc(C(=O)CN2c3cccc4cccc(c34)S2(=O)=O)c1C	-1	·	4	6	3.6	·	4	8	·
CCOC(=O)n1c(=O)oc2ccccc21	10	5	-3	8	0.5	-2	-3	0	2
C=C1CC2C(CCC3(C)C2CCC3(O)C(C)=O)C2(C)CCC(=O)C=C12 (stereo unspecified)	-4	4	1	3	0.8	0	0	2	-5
CC(SC1CCCC1)C(=O)Nc1ccnn1C(C)C (stereo unspecified)	6	1	-3	3	1.1	-3	0	-7	0
Cc1cc([N+](=O)[O-])nn1CC(=O)NCCc1c[nH]c2ccccc12	-11	-2	3	-3	6.9	-2	2	0	2
CCOC(=O)NN1C(=O)c2ccccc2NC1c1ccccn1 (stereo unspecified)	1	2	2	6	-0.8	-3	1	1	5
CC(NC(=O)c1cc(-c2ccc3c(c2)OCO3)nc2ccccc12)C(C)(C)C (stereo unspecified)	-2	4	-1	0	4.4	1	40	0	1
O=C(CSc1ccccc1)NCCCc1ccccc1	-11	3	3	1	-0.4	-7	5	-3	13
COc1cc(CCC(=O)N2CCN(c3ncccn3)CC2)cc(OC)c1OC	6	1	-4	-8	2.1	-6	1	·	-3
OCCNc1nc2nonc2nc1NCCO	4	4	1	0	1.7	-1	1	0	0
Cc1cc(C)n2c(nc3ccccc32)c1C(=O)NN	5	5	3	-1	1.6	-1	7	·	0
O=C(OCC(=O)N1CCCCCC1)c1ccc(Cl)c(S(=O)(=O)N2CCCC2)c1	7	4	-2	-4	0.7	-7	1	21	-21
CN(CC(=O)Nc1cccc(F)c1)C(=O)CN1C(=O)C2CC=CCC2C1=O (stereo unspecified)	11	0	-7	3	1.2	0	1	-1	-1
CCCS(=O)(=O)c1c(S(=O)(=O)CCC)c2c(N)cccn2c1C(=O)c1ccc(OC)cc1	-3	12	4	-12	2.2	-1	-2	0	3
CCOC(=O)C(=CN(CCc1ccccc1)CC(=O)OC)C(=O)OCC	13	2	1	10	-1.1	-1	-3	5	-5
CN(C)c1ccc(C2OC(=O)C(C)(C)C(=O)C2(C)C)cc1 (stereo unspecified)	1	-1	1	12	-0.4	3	42	1	0
CCOC(=O)Cc1csc(SCC(=O)N2CCN(c3ccc(OC)cc3)CC2)n1	-7	-5	0	-3	-1.8	0	1	5	0
Cc1ccc(CN2[C@@H](Cc3ccccc3)C(=O)CS2(=O)=O)cc1	7	·	9	-2	-2.1	·	1	-5	·
CCCCc1nnc(NC(=O)CC(=O)Nc2ccccc2C(=O)O)s1	7	1	-1	1	2.3	-9	2	11	-2
CC(=O)c1ccc(OCCOc2ccc([N+](=O)[O-])cc2)cc1	7	3	-7	-3	0.8	-4	1	-4	2
CS(=O)(=O)CC(=O)Nc1ccc2nc3n(c(=O)c2c1)CCCCC3	12	-2	-1	5	0.4	0	-1	-2	5
Cc1ccc2sc(N(CCCN(C)C)C(=O)CN3C(=O)c4ccccc4C3=O)nc2c1C	4	-6	1	-3	0.1	1	-1	-8	4
CC(=O)NC(Cc1cccc(F)c1)C(=O)NC1CCN(c2nnnn2-c2ccccc2)CC1 (stereo unspecified)	5	1	2	8	-0.8	-2	3	1	-1

# Assay outcomes (PubChem)

# Random draw from the library; about 5.6% have a hit in one of these screens.
